Cdc42 wt = modulators (inhibitors or activators) of GTP binding to human Cdc42 wildtype | P60953 | GST-Cdc42 beads, Bodipy-GTP binding, flow cytometry; actives lie on both sides | percent activity (GTP binding), % at 10 µM | 0.2% of 190,000 active;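 active means percent activity GTP binding at least 20 points away from the 100% baseline, either down as inhibitor or up as activator; inconclusive means compound flagged as likely green fluorescent from well-wide comparison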;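 further: median bead fluorescence of bound Bodipy-FL-GTP at 100 nM; 0% = excess unlabeled GTP control and 100% = no compound control; below 100% means less GTP binding so inhibitor and above means activator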
Target sequence (P60953 whole entry, looked up): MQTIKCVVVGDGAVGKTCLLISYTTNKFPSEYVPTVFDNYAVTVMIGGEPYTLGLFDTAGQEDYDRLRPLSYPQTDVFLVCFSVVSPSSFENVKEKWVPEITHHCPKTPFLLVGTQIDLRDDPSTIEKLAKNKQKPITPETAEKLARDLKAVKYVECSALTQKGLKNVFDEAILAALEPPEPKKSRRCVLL
HRas wt GTP bind = modulators of GTP binding to human HRas wildtype; P01112; GST-Ras wt beads, Bodipy-FL-GTP binding, flow cytometry; actives lie on both sides; GTP binding activity, % at 10 µM; 0.14% of 190,000 active; AID 759;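 active means GTP binding activity at least 20% away from the 100% baseline, either lowered as inhibitor or raised as activator; inconclusive means flagged as likely green fluorescent, judged across all proteins in the well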;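 further: 0% = unlabeled GTP competition control and 100% = no-compound control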
Target sequence (P01112 whole entry, looked up): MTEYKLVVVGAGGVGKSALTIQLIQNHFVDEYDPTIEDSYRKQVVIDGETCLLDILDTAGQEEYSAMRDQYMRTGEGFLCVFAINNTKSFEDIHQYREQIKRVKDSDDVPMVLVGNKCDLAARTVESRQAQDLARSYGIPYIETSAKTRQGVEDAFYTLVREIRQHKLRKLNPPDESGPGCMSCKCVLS
Pf gamet viab = P. falciparum stage V gametocyte viability inhibition; P. falciparum stage V gametocytes, ATP luminescence, 24 h; AID 743093; 0.065% of 150,000 active; inhibition, % at 10.9 µM;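 active means inhibition above the mean plus 3 SD of compounds within the control limits, set per campaign, cut at about 38% in these data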;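 further: 0% = DMSO wells and 100% = medium only without gametocytes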
Rac1 wt GTP bind = alters GTP binding to wildtype human Rac1. P63000. GST-Rac1 beads, fluorescent GTP binding, flow cytometry; actives lie on both sides; 0 = cold GTP competed, 100 = untreated. GTP binding activity (% of control), % at 10 µM. 0.27% of 190,000 active;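 active means GTP binding activity at least 20 points away from the 100% control level, either lower or higher; inconclusive means compound flagged as likely green fluorescent, judged across all proteins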
Rab2 wt GTP = changes GTP binding to wildtype dog Rab2A, up or down; P61105; GST-Rab2 wt beads, Bodipy-GTP binding, flow cytometry; GTP binding activity, % at 10 µM; 0.19% of 190,000 active;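 active means GTP binding activity at least 20 points away from 100%, either lowered or raised; inconclusive means signal likely due to the compound's own green fluorescence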;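 further: 0% = beads with excess unlabeled GTP and 100% = no-compound control corrected for plate trend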
Rab7 wt modul = dog Rab7 wildtype GTP binding, inhibitors and activators. 0.055% of 190,000 active. GST-Rab7 beads, fluorescent GTP binding, flow cytometry; actives lie on both sides; untreated = 100%, excess cold GTP = 0%. AID 758. GTP binding activity (percent of control), % at 10 µM;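 active means fluorescent GTP binding to Rab7 beads changed by at least 20 points from the 100% baseline, either direction, mostly lower; inconclusive means compound itself probably fluorescent, or too few beads counted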;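 further: median green fluorescence of bound Bodipy-FL-GTP per Rab7 bead population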
Avidin bead fluor = compound fluoresces at 488/530 nm on avidin beads; 0.38% of 220,000 active; compound fluorescence 488/530 nm, flow cytometry; active compounds read high; fluorescence (KMESF) at 10 µM; in the data active means fluorescence above about 47; further: inactives centre near 10
GSH bead fluor = GSH bead compound fluorescence profile; GSH beads flow cytometry, compound fluorescence 488/530 nm; active compounds read high; 0.25% of 190,000 active; fluorescence (KMESF) at 10 µM; in the data active means fluorescence above about 89;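 further: glutathione beads carrying GST-tagged Bcl family fusion proteins plus one bare bead set; values are compound well signal with DMSO vehicle wells as background; inactives centre near 16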
Rac1 mut GTP = modulators of GTP binding to human Rac1 activated mutant. P63000. GST-Rac1 activated beads, fluorescent GTP binding, flow cytometry; actives lie on both sides; 100% means binding = to untreated wells. percent activity (GTP binding), % at 10 µM. 0.11% of 190,000 active;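 active means GTP binding at least 20 percentage points away from the 100% baseline, in either direction, so actives lie on both sides; inconclusive means Compound likely fluorescent itself, or too few beads counted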
ABCB1 inh = human ABCB1 inhibition, ABCG2 as counter-screen; CCRF-Adr cells, JC-1 efflux, flow cytometry; P08183; AID 1326; 0.067% of 190,000 active; inhibition, % at 6.6 µM; in the data active means inhibition above about 40%;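 further: 0% = vehicle and 100% = reference inhibitor; higher value means more JC-1 retained so stronger ABCB1 efflux block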
ABCG2 inh = inhibitors of human ABCG2 transporter, ABCB1 counter-screen; Q9UNQ0; inhibition, % at 6.6 µM; AID 1325; 0.1% of 190,000 active; IgMXP3 cells, JC-1 efflux, flow cytometry;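 active means inhibition above 80%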;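 further: 0% = DMSO and 100% = nicardipine control wells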
Target sequence (Q9UNQ0 whole entry, looked up): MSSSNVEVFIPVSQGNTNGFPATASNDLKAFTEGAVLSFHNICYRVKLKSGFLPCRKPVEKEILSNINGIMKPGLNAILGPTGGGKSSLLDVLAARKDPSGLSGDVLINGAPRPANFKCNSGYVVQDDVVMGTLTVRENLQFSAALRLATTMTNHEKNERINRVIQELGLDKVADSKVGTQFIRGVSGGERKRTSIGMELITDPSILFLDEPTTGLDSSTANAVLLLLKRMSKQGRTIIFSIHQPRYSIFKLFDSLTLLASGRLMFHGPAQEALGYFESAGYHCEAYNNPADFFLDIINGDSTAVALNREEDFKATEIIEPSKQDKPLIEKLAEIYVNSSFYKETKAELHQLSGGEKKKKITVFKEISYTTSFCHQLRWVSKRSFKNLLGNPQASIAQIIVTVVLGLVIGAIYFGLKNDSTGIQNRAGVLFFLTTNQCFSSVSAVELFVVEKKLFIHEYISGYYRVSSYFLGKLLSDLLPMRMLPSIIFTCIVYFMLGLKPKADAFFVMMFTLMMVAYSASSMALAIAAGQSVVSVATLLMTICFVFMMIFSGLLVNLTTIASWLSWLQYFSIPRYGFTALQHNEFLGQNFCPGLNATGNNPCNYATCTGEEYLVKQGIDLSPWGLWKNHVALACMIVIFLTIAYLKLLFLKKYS
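Assay system – ABCG2 IgMXP3 and barcoded ABCB1 CCRF-Adr cell mix · Input – 3 million cells/mL in well · Reagent – JC-1 fluorescent substrate · Compound – single test compound dose, 6.6 µM final · Timing – 10 min exposure at 25 °C with rotation, no wash · Detection – flow cytometry of retained JC-1 fluorescence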
Active calls of the source: *; ? = inconclusive; / = no result given; [ ] = dose if it differs, or a comment.

SMILES	Cdc42 wt	HRas wt GTP bind	Pf gamet viab	Rac1 wt GTP bind	Rab2 wt GTP	Rab7 wt modul	Avidin bead fluor	GSH bead fluor	Rac1 mut GTP	ABCB1 inh	ABCG2 inh
CC(=O)Nc1ccc(S(=O)(=O)NC2(C(F)(F)F)C(=O)Nc3c2c(=O)[nH]c(=O)n3Cc2ccco2)cc1 (stereo not drawn)	94	95	-4	100	97	98	16	16	95	-0.2	7
CC(=O)Nc1cccc(N(C)C)c1	106	106	-12	108	105	107	35	19	103	0.1	0
O=C(COC(=O)/C=C/c1ccc(OC(F)F)cc1)NCc1cccs1	101	96	-17	102	98	99	4	12	98	-0.5	-3
CCOC(=O)C(CCCOc1ccccc1)C(=O)OCC	105	102	/	104	102	102	9	12	100	0.5	2
O=C(N/N=C/C=C/c1ccco1)/C(=C/c1ccccc1)NC(=O)c1ccccc1	100	100	21	104	98	102	6	10	97	-1.0	-7
COc1ccc(OCc2cccc(C(=O)Nn3cc([N+](=O)[O-])cn3)c2)cc1	95	97	/	98	95	99	3	16	97	-0.7	-3
COC(=O)c1ccc(NC(=O)CCNS(=O)(=O)c2cccc3nonc23)cc1	106	102	/	106	104	99	22	24	103	1.7	65
COc1ccc2c(c1OC)C(=O)OC2	96	95	/	97	97	94	10	13	95	-0.2	-1
CC1Cc2ccccc2N1CC(=O)NCc1ccccc1Cl (stereo not drawn)	101	103	8	106	102	104	4	9	98	0.2	0
O=C(O)C1CCCCC1C(=O)Nc1ccccc1C(=O)N1CCN(c2ccc(F)cc2)CC1 (stereo not drawn)	106	99	11	101	98	97	13	5	99	1.4	25
O=C(NC(=S)Nc1ccc(S(=O)(=O)Nc2ncccn2)cc1)c1cccc(Br)c1	94	96	-13	97	96	103	11	24	92	0.1	1
CC1CN(C(=O)Nc2cccc(Cl)c2)C2(CCCCCC2)O1 (stereo not drawn)	96	97	14	100	94	93	11	17	93	1.0	6
c1ccc2c(c1)nc(NCCN1CCOCC1)c1nncn12	103	103	/	105	101	102	8	22	101	-2.9	-3
CC(O)CCC(=O)NNC1=CC(=O)CC(C)(C)C1 (stereo not drawn)	96	98	/	104	100	96	10	14	98	0.3	-1
O=C(NCc1ccccc1F)Nc1ccc([N+](=O)[O-])cc1	94	93	/	95	96	94	12	11	95	0.7	18
O=C(Oc1ccc2ccccc2c1)c1ccccc1	100	101	/	101	100	97	11	8	99	0.0	0
CCOC(=O)c1cnn2c1[nH]c(=O)c1ccccc12	95	94	/	93	93	93	96*	49	95	0.6	21
Cc1ccc(S(=O)(=O)C(C#N)c2nc3ccccc3nc2N2CCN(C)CC2)cc1C (stereo not drawn)	100	102	18	104	103	105	7	16	97	-0.1	-1
COc1ccc(N2C(=O)CC(NCc3ccc(F)cc3)C2=O)cc1 (stereo not drawn)	97	96	/	99	97	94	6	18	93	-0.4	-1
CCCC(=O)Nc1c(-c2cccs2)c(=O)c2ccccc2n1C	104	105	-1	107	103	106	10	9	99	0.4	2

The last 2 compounds of the section above open the next one:
SMILES	Cdc42 wt	HRas wt GTP bind	Pf gamet viab	Rac1 wt GTP bind	Rab2 wt GTP	Rab7 wt modul	Avidin bead fluor	GSH bead fluor	Rac1 mut GTP	ABCB1 inh	ABCG2 inh
COc1ccc(N2C(=O)CC(NCc3ccc(F)cc3)C2=O)cc1 (stereo not drawn)	97	96	/	99	97	94	6	18	93	-0.4	-1
CCCC(=O)Nc1c(-c2cccs2)c(=O)c2ccccc2n1C	104	105	-1	107	103	106	10	9	99	0.4	2
CCNC(=O)NC(=O)C(C)Sc1nc2cc(C(=O)OC)ccc2c(=O)n1-c1ccccc1 (stereo not drawn)	104	102	3	105	99	101	7	5	99	0.6	0
COc1cccc(N2CC(C(=O)Oc3ccc4ccccc4c3)CC2=O)c1 (stereo not drawn)	96	97	-16	99	97	98	24	25	97	0.6	13
CCOC(=O)C1(CCOc2ccccc2)CCN(Cc2cnc(C)[nH]2)CC1	96	97	23	98	98	104	6	14	93	0.2	1
O=C(c1ccc2c(c1)OCO2)N(CC1CCCO1)C1(C(=O)NC2CCCC2)CCCCC1 (stereo not drawn)	102	104	/	106	105	101	11	25	103	0.8	0
O=C(OCC(=O)N1CCc2ccccc21)c1nc(Cl)ccc1Cl	98	96	-1	96	98	100	8	15	93	2.2	16
Cc1cccc2cc(COC(=O)COc3ccccc3)c(=O)[nH]c12	100	101	/	103	100	102	7	41	101	0.8	4
CCn1c(SCC(=O)NC(=O)NCc2ccco2)nc2sc(C)c(C)c2c1=O	105	103	/	111	102	104	6	11	99	0.4	2
COc1ccc(C(=O)Oc2cc(/C=N/NS(=O)(=O)c3ccccc3)ccc2OC)cc1	97	99	9	100	97	98	35	47	98	-0.2	-1
COc1ccc(-c2cc(=O)c(C(=O)c3ccc(C)cc3)n[nH]2)cc1	95	100	/	121*[activator]	99	110	11	14	105	1.4	13
Cc1cc(C)cc(NC(=O)COc2ccc(C(=S)N3CCOCC3)cc2)c1	95	98	-3	98	96	105	8	12	96	0.1	7
O=C(CNC(=O)c1ccccc1F)Nc1ccccc1C(F)(F)F	94	97	-16	99	97	100	10	10	94	-0.7	1
CCCN1C(=O)c2cc(C(=O)NCc3ccc(OC)cc3)ccc2C1O (stereo not drawn)	107	101	/	105	99	102	6	25	101	-2.3	-2
Cc1ccc(-c2[nH]nc3c2C(c2cccnc2)C(C#N)=C(N)O3)cc1 (stereo not drawn)	101	100	/	102	97	100	24	18	98	-0.1	-1
COc1cc(C(=S)N2CCOCC2)cc(OC)c1OC(=O)c1cc([N+](=O)[O-])cc([N+](=O)[O-])c1	100	97	8	101	97	98	36	15	98	1.4	1
O=C(COc1ccc(Cl)cc1)NCc1nnc(SCC(=O)N2CCCCCC2)o1	96	99	1	102	99	106	7	20	96	1.2	9
COc1cc(CN2CCC(C(=O)N3CCC(C)CC3)CC2)cc(Br)c1O	101	99	2	99	99	99	13	23	97	0.2	0
Cc1oc(-c2ccc(Cl)cc2)nc1CN1CCCC(C(=O)NCc2ccccn2)C1 (stereo not drawn)	99	102	9	102	98	101	16	4	97	0.9	3
COc1ccc2c(CC(=O)Nc3ccccc3OC)coc2c1	98	98	12	96	100	105	9	14	92	0.4	2
CCOCC(=O)N1CCN(c2ccc(F)cc2)CC1	100	99	14	100	99	99	10	25	97	-5.9	-10
Clc1ccc(OCc2nnc(-c3ccccc3Br)o2)c(Cl)c1	100	100	-19	101	100	97	3	37	94	0.0	0
Cc1cccc(Nc2c([N+](=O)[O-])c(=O)n(C)c3ccccc23)c1	95	95	6	92	93	97	10	15	96	2.9	16
C=CCN(CC=C)C(=S)NC(=O)c1ccc([N+](=O)[O-])cc1	100	97	-11	103	96	98	14	15	98	0.4	6
Cc1ccc(NC(=O)c2cc(=O)c3ccccc3o2)c(C)c1	104	99	/	106	99	104	13	20	99	1.1	7
CCOC(=O)CSC1=C(C#N)C(c2ccc(C)s2)CC(=O)N1 (stereo not drawn)	99	100	/	97	98	99	6	27	96	0.6	2
CCN1CCc2c(sc(N)c2C#N)C1	103	103	26	106	101	103	10	11	99	-0.1	-1
Cc1cc(C(=O)CN2C(=O)NC3(CCC(C)CC3)C2=O)c(C)n1C (stereo not drawn)	?	?	-10	?	?	?	11	23	?	0.5	1
Cc1ccc(CS(=O)(=O)CCC(=O)NCCCN2CCCC2=O)cc1	99	99	/	98	96	97	27	17	95	0.1	0
C/C(=N\NC(=O)c1c[nH]c2ccccc12)c1ccc(C)o1	84	84	5	79*	85	92	4	40	92	0.0	0
COc1cc2c(cc1OC)CN(C(=O)c1ccc(S(=O)(=O)N3CCCCCC3)cc1)CC2	98	99	-10	101	97	101	10	17	98	1.7	7
O=C(CCCNS(=O)(=O)c1ccccc1)NCc1ccco1	98	100	14	101	100	100	11	64	98	0.3	2
CC(=O)NC(Cc1cccc(F)c1)C(=O)NC1CCN(c2ncccc2[N+](=O)[O-])CC1 (stereo not drawn)	96	99	-13	104	97	100	10	22	96	0.3	1
CCCC(=O)OCCNc1cc(Sc2nccn2C)c2nonc2c1[N+](=O)[O-]	88	92	/	92	87	93	11	4	86	1.1	12
COc1ccccc1N1CCN(C(=O)C2CCCO2)CC1 (stereo not drawn)	99	99	/	97	99	98	34	17	96	0.7	2
Cc1ccc(/C=C2\OC(=O)c3ccccc32)cc1	99	96	-5	103	98	99	12	35	99	0.5	32
Cc1c(OCC(=O)OC(C)(C)C)ccc2c3c(c(=O)oc12)CCC3	96	95	0	93	91	93	8	53	94	0.4	12
Cc1nnsc1NC(=O)OCCCl	99	98	12	103	98	97	15	20	96	1.6	18
CC(=O)c1cccc(NC(=O)CSc2ccc(-c3ccc4c(c3)OCO4)nn2)c1	93	93	2	95	91	95	14	7	94	0.2	5
CC(NS(=O)(=O)c1ccc(Br)cc1)C(=O)NCc1ccc2c(c1)OCO2 (stereo not drawn)	98	97	8	97	98	107	5	13	96	0.0	1
CC(C)[C@H](CN(N=O)[C@@H](Cc1ccccc1)CN(C)N=O)N(CCc1ccccc1)N=O	96	98	/	98	97	104	5	20	95	3.3	3
CCCS(=O)(=O)Nc1ccc(-c2ccc3nnc(C)n3n2)cc1	89	96	/	95	93	98	9	18	94	0.6	4
Cc1cc(OCCn2cnc3ccccc3c2=O)cc(C(C)C)c1	101	102	-20	104	103	99	2	12	100	0.3	2
O=C(Cn1c2ccccc2c(=O)c2cc([N+](=O)[O-])ccc21)Nc1ccccc1Cl	103	105	-12	105	105	103	35	34	103	8.3	6
O=C(CSc1nnc(CNc2ccc(F)cc2)n1Cc1ccccc1)NCc1ccccc1	103	102	8	107	101	101	5	15	97	1.2	14
Cc1ccnc2nc(C(=O)OCCOc3cccc(Br)c3)nn12	107	105	/	107	103	99	26	10	98	1.0	5
CC(C)n1c(O)c(N=NC(=O)C2COc3ccccc3O2)c2ccccc21 (stereo not drawn)	96	97	-8	98	97	104	11	15	94	1.6	9
Cc1ccc(Cl)c(OCC(=O)Nc2ccc3c(c2)OCCO3)c1	98	99	-41	98	99	101	10	13	96	5.2	7
O=C(CNC(=O)/C=C/c1ccccc1)N=Nc1c(O)n(Cc2ccccc2)c2ccccc12	94	94	9	93	93	94	23	11	93	-0.6	4
COC(=O)C1=NN(c2ccccc2OC)C2C(=O)N(c3ccccc3OC)C(=O)C12 (stereo not drawn)	102	100	0	104	101	103	11	9	98	0.9	12

Screening data deposited in PubChem BioAssay by several laboratories.
